Screening results: PubChem BioAssay, National Center for Advancing Translational Sciences (NCATS)
FEN1 inhibitor = human FEN1 inhibition; 0.35% of 390,000 active; P39748; Recombinant FEN1 flap cleavage, fluorescence, 15 min; Potency, µM (highest dose often 114 µM), without a hit: at the highest dose activity change, negative = inhibition, hits mostly inhibitors; AID 588795; note: nearly all actives have a fitted effect of over 65% in size
Target sequence (P39748 whole entry, looked up): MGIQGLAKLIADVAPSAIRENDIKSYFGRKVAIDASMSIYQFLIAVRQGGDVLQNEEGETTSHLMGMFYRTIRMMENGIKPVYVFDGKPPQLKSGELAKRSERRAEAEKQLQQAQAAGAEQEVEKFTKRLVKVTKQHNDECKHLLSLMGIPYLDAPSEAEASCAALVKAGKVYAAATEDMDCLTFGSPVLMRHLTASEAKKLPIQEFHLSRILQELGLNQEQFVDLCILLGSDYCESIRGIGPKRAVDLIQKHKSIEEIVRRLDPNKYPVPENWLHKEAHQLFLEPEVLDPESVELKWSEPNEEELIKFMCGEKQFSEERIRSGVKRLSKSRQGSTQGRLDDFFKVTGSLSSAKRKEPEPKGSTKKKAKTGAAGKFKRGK
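FEN1 at 10 nM preincubated with compounds 15 min at room temperature, then flap DNA substrate added at 50 nM final. Signal read at 0 and 15 min; concentration-response fitted with four-parameter Hill equation.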
N370S GC = inhibitors or activators of N370S glucocerebrosidase for Gaucher disease; N370S GC spleen homogenate, 4MU-glucoside fluorescence; 0.092% of 330,000 active; Potency, µM (doses to about 59.4 µM), for the others: at the highest dose activity change, negative = inhibition, usual class: inhibitors;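 note: 0% = full enzyme activity and -100% = no enzyme basal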
TDP1 inh = blocks human tyrosyl-DNA phosphodiesterase 1; recombinant TDP1, AlphaScreen DNA substrate cleavage; Potency, µM (titrated, usually from 130 µM), inactives show at the highest dose activity change, negative = inhibition, actives largely listed as inhibitors; 0.28% of 350,000 active; note: nearly all actives have a fitted effect of over 40% in size
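Signal: AlphaScreen proximity between streptavidin donor and anti-FITC acceptor beads on intact substrate. Reaction: Tdp1 1 nM, substrate 15 nM final, 5 min RT after 15 min compound preincubation.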
* = called active by the depositor; ? = inconclusive; . = no result given; & = joins results of further samples; [ ] = dose if it differs, or a comment. Calls come from the whole dose curve; as a rule, active = well fitted curve in the direction sought with a large enough effect; inconclusive = small, poorly fitted or top-dose-only effect, or another doubt; inactive = no such curve, though single readings can be large; an effect the other way counts as inactive or inconclusive. Unless noted, % is set by controls: 0 for no effect and ±100 for the full control effect; potency is the fitted concentration of half-maximal effect. Hits appear at their usual frequency; overall some 0.53% were active at least once.

SMILES	FEN1 inhibitor	N370S GC	TDP1 inh
C=CCNC(=O)N1CCCC(C(=O)c2cccc(OC(C)C)c2)C1 (stereo not given)	-2.2%	3.0%	.
Cc1ccc(NS(=O)(=O)c2cccc(C(=O)N3CCN(C(=O)c4ccco4)CC3)c2)cc1	0.2%	.	2.2%
COc1cccc(NC(=O)C(=S)NC2CCCCC2)c1	12.8%	11.0%	-4.9%
CCOC(=O)Cc1cn2c(=O)cc(CSCC(=O)Nc3ccc(C)c(C)c3)nc2s1	36.5%[activator]	10.3%	1.9%
Cc1ccc(/C=N/N=C/c2ccc(C)cc2)cc1	1.2%	0.9%	2.8%
O=S(=O)(Cc1ccccc1Cl)NCCc1ccc(F)cc1	4.2%	3.0%	4.2%
CCOC(=O)c1c(NC(=O)/C=C/c2ccc(C)cc2)sc2c1CCCC2	0.2%	.	-6.6%[12.3 µM]
COc1ccc(/C=C/C(=O)Nc2c(C)nn(C)c2C)cc1COc1ccc(Br)cc1	6.4%	7.6%	0.0%
O=C(NCCCn1ccnc1)c1cc(S(=O)(=O)N2CCOCC2)ccc1F	-1.1%	14.3%	2.7%
O=C1c2ccccc2-c2nnc(-c3ccc(O)cc3)cc21	-5.5%	-13.5%	-1.8%

Some of the entries above in another layout:
compound | FEN1 inhibitor | N370S GC | TDP1 inh
O=C(NCCCn1ccnc1)c1cc(S(=O)(=O)N2CCOCC2)ccc1F | -1.1% | 14.3% | 2.7%
O=C1c2ccccc2-c2nnc(-c3ccc(O)cc3)cc21 | -5.5% | -13.5% | -1.8%
CCOC(=O)Cc1cn2c(=O)cc(CSCC(=O)Nc3ccc(C)c(C)c3)nc2s1 | 36.5%[activator] | 10.3% | 1.9%
CCOC(=O)c1c(NC(=O)/C=C/c2ccc(C)cc2)sc2c1CCCC2 | 0.2% | . | -6.6%[12.3 µM]
Cc1ccc(/C=N/N=C/c2ccc(C)cc2)cc1 | 1.2% | 0.9% | 2.8%
COc1ccc(/C=C/C(=O)Nc2c(C)nn(C)c2C)cc1COc1ccc(Br)cc1 | 6.4% | 7.6% | 0.0%

Going on with the list.
SMILES	FEN1 inhibitor	N370S GC	TDP1 inh
CC1CCC(NC(=O)c2ccc(NC(=O)CC3SC(N4CCCC4)=NC3=O)cc2)CC1 (stereo not given)	3.9%	1.4%	3.4%
Cc1ccccc1NC(=S)NNc1ncc(C(F)(F)F)cc1Cl	3.2%	.	10.1%
O=C(CSc1nnc(CCc2ccccc2)n1-c1ccc(Cl)cc1)NCc1ccccc1	-2.0%	.	3.9%
CS(=O)(=O)Nc1ccccc1N=C(c1ccccc1)c1ccccc1	19.1%	-0.6%	.
C#CCOCCOCCOCCNc1nc(N2CCOCC2)nc(N2CCN(C(=O)Cn3cc(CC(C)O)nn3)CC2)n1 (stereo not given)	11.6%	-6.2%	3.9%
C=CC1=C2C=C(C3CC3)N(CC3CC3)C=C2C(=O)C(C)(OC(=O)c2ccco2)C1=O (stereo not given)	2.0%	-2.3%[12.8 µM]	5.6%[12.3 µM]
CCCS(=O)(=O)N1CC(=O)N(c2ccccc2C)C(C)(C(=O)NC2CCCC2)C1 (stereo not given)	-4.6%	.	-5.0%
Cc1ccc(Cl)cc1N1CCN(C(=O)c2cc3c(-c4ccccc4F)nn(C)c3s2)CC1	10.4%	.	2.3%
COc1ccc(CC(=O)N2N=C(C)CC2(O)C(F)(F)F)cc1OC (stereo not given)	4.5%	-1.3%	-4.7%
Cc1ccc(OCCC(=O)Nc2ccc(C)c(F)c2)cc1	4.3%	9.3%	3.6%
COc1cccc(-n2c(=O)c3c(C)c(C)sc3n(CC(=O)Nc3ccccc3OC)c2=O)c1	5.3%	.	-0.9%
CC(C(=O)Nc1ccc(S(=O)(=O)N2CCCC2)cc1)N1CCN(c2ccccc2O)CC1 (stereo not given)	-6.9%	.	-3.1%
COC(=O)c1ccc(Cn2c(SCc3ccc(F)cc3)nc3ccncc32)cc1	10.0%	.	-1.0%
Cc1cc(N2CCCC2)ccc1NC(=O)CN1C(=O)NC(C)(c2ccccc2)C1=O (stereo not given)	-8.9%	-14.9%	12.5%
CC(C)(C)NS(=O)(=O)c1ccc(NC(=O)C2CCCCC2)cc1	1.9%	2.5%	0.0%
COc1ccc2c(c1)C(=O)[C@H](OC(=O)NCc1ccc3c(c1)OCO3)[C@@H](c1ccc(OC)c(Br)c1)O2	.	2.9%	4.4%
CCN(CC(=O)Nc1ccc(OC)cc1)C(=O)c1ccc(Cl)c(S(=O)(=O)N2CCCC2)c1	0.0%	.	0.9%
O=C(Cc1c(F)cccc1Cl)NNC(=O)c1ccncc1	-1.2%	.	0.6%
COc1ccc(CNC(=O)COC(=O)CCOc2ccc(C)cc2)cc1	-10.9%	-18.3%	3.6%
O=C(O)c1cc(S(=O)(=O)N2CC=C(c3ccccc3)CC2)ccc1O	-13.4%	.	4.2%
NS(=O)(=O)c1cccc(NC(=O)CSc2nn(-c3ccccc3)c(=S)s2)c1	-16.1%	9.1%	9.1%
CC(=O)Oc1ccc2occ(/C=N/c3cc(=O)[nH]c(=S)[nH]3)c(=O)c2c1	0.7%	1.2%	-1.2%
CCC(Sc1ccccn1)C(=O)Nc1cccc([N+](=O)[O-])c1 (stereo not given)	-5.1%	9.0%	.
O=[N+]([O-])c1ccccc1NCCNc1ncc(C(F)(F)F)cc1Cl	-7.8%	3.6%	8.3%
CCOC(=O)c1c(C)[nH]c(C)c1S(=O)(=O)NCCCN1CCOCC1	-9.1%	-1.8%	0.0%
Cc1ccc(C(=O)OCC(=O)NN2C(=O)NC3(CCC(C)CC3)C2=O)cc1 (stereo not given)	1.7%	-1.7%	-11.5%
O=C(CSc1ncn[nH]1)Nc1ccc(S(=O)(=O)N2CCCC2)cc1	-11.6%	-2.5%	3.6%
O=C(Nc1ccc(CN2CCOCC2)cc1)c1ccc(-c2cccc([N+](=O)[O-])c2)o1	-26.1%	-1.8%	3.6%
O=C(C1=C[C@H](c2ccc(C(F)(F)F)cc2)C[C@H](OCCCCO)O1)N1CCOCC1	-4.2%	1.8%	5.1%
COc1ccc2nc(NC(=O)CN3CCN(C)CC3)sc2c1	-13.7%	1.2%	6.2%

Not a retest: entries from further up.
SMILES	FEN1 inhibitor	N370S GC	TDP1 inh
C=CCNC(=O)N1CCCC(C(=O)c2cccc(OC(C)C)c2)C1 (stereo not given)	-2.2%	3.0%	.
Cc1ccc(NS(=O)(=O)c2cccc(C(=O)N3CCN(C(=O)c4ccco4)CC3)c2)cc1	0.2%	.	2.2%

Remaining list, next part:
SMILES	FEN1 inhibitor	N370S GC	TDP1 inh
COc1ccc(S(=O)(=O)Nc2cccc(-c3ccc(N4CCCCCC4)nn3)c2)cc1	10.0%	.	1.8%
CCn1c2ccccc2c2cc(CNCc3ccc(OC)cc3OC)ccc21	-15.2%	11.2%	9.0%
CCOC(=O)c1c(NC(C)=O)no[n+]1[O-]	6.6%	2.4%	2.7%
CC(NC(=O)C1CCCCC1)C(=O)NC1=NCCS1 (stereo not given)	10.6%	2.9%	6.1%
O=C(COC(=O)c1cc(S(=O)(=O)N2CCOCC2)ccc1O)NCc1ccc2c(c1)OCO2	14.6%	-9.1%	-8.8%
COc1cc([C@@H]2c3cc4c(cc3[C@@H](OC3OC5COC(C)OC5C(O)C3O)[C@H]3COC(=O)[C@H]23)OCO4)cc(OC)c1O (stereo not given in full)	.	-16.1%	15.8%
COc1cccc(/C=N/n2c(=O)[nH]c3ccccc32)c1OC	-6.5%	4.2%	0.0%
O=c1[nH]nc(-c2ccc(F)cc2)cc1-c1ccccc1	9.5%	-12.3%	.
CCCCn1c(NCc2ccc(N(C)C)cc2)nc2ccccc21	-15.8%&-3.1%	17.1%	2.4%&9.5%
CCCc1ccc(OCCNC(=O)CC)cc1	-3.3%	1.9%	4.4%
CS(=O)(=O)N1CCC(C(=O)NNC(=O)Nc2ccc(F)c(Cl)c2)CC1	0.8%	-2.7%	3.4%
COc1cccc(/C=C2\SC(=S)N(NC(=O)c3ccncc3)C2=O)c1	-5.4%	-6.3%	-5.6%
CCOC(=O)c1c(C)[nH]c(C)c1S(=O)(=O)NCC(=O)N1CCN(c2cc(Cl)ccc2C)CC1	1.9%	.	10.5%
CC[C@@]1(C(=O)OC)N[C@H](CN(C)C(C)=O)[C@@H]2C(=O)N(C)C(=O)[C@@H]21	15.0%	.	0.9%
Cc1ccc(C)c(N(CC(=O)NC2CCCCC2)C(=O)c2snc(C(N)=O)c2N)c1	8.9%	?	0.6%
C/C(CCC(C)C)=N\Nc1ccc(S(N)(=O)=O)cc1[N+](=O)[O-]	-11.8%	-21.1%	2.7%
